PMI act = activators of human PMI, primary screen, biochemical, fluorescence intensity, near-Km mannose 6-phosphate. activation factor at 20 µM. 0.005% of 190,000 active. purified human PMI, coupled resazurin fluorescence, 20 min; active compounds read high; 1 = vehicle control, 0 substrate-free wells. AID 1214, 2008;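 active means activation factor of 2 or more at 20 µM, relative to plate controls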
TNAP act hiacc = TNAP activators at high phosphate acceptor level, primary screen, biochemical, luminescence, uHTS | 200,000 tested, under 10 active | activation factor at 20 µM | purified TNAP, CDP-star luminescence, 1 M DEA, 30 min; active compounds read high; 0 = EDTA background, 1 = DMSO-only activity | Alkaline phosphatase, tissue-nonspecific isozyme (Homo sapiens), P05186;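 active means activation factor at least 2 at 20 µM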
Target sequence (P05186 whole entry, looked up): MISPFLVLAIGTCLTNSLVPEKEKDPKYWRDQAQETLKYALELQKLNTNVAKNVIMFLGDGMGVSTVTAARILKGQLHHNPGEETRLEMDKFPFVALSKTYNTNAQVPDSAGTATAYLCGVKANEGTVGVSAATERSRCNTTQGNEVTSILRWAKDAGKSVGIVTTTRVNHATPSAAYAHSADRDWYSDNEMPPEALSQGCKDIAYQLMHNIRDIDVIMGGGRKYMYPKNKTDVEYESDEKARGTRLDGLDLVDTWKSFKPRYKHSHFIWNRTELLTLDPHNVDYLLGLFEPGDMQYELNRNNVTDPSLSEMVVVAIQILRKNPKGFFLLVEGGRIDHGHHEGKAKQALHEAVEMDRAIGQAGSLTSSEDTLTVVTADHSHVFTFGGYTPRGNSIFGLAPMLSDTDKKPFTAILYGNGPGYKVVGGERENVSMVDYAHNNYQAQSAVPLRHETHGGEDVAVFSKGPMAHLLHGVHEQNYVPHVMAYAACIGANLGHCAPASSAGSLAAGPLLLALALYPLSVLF
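Test system – human TNAP · Doses – 20 µM single point · Incubation – 30 min, room temperature · Signal – luminescent substrate turnover signal · Read-out basis – activation factor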
TNAP inh no acc = human TNAP enzyme inhibitors, primary screen, biochemical, luminescent, no phosphate acceptor, uHTS. purified TNAP, CDP-star luminescence, 30 min. inhibition, % at 20 µM. 0.26% of 200,000 active;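 active means tissue-nonspecific alkaline phosphatase inhibition above about 50% at 20 µM in the single-dose screen, limit read from the data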;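 further: 0% = DMSO negative control and 100% = EDTA positive control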
Diaphorase inh = diaphorase inhibitors and chemical oxidizers, primary screen, counter-screen for diaphorase-coupled primary assays, biochemical, uHTS, resorufin fluorescence. diaphorase resazurin-to-resorufin fluorescence, NADH, 16 min; bacterial (C. kluyveri) enzyme, not human. inhibition, % at 20 µM. 0.69% of 190,000 active;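 active means primary screen inhibition at 20 µM above a set limit, cut at about 50% in these data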;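 further: plate controls were DMSO with full reaction for no effect and wells lacking NADH for full effect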
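Benchmarks: positive control wells lacking NADH, neutral wells with DMSO only. System: bacterial diaphorase enzyme (C. kluyveri). Input: 0.14 U/mL diaphorase, enzyme working solution. Detection: resorufin fluorescence, excitation 544 nm, emission 590 nm. Times: 16-min room-temperature incubation before reading.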
PMI act hi M6P = human PMI activators, high substrate, primary screen, biochemical, fluorescence intensity, near-saturating mannose 6-phosphate; coupled PMI enzyme assay, resazurin fluorescence, 20 min; active compounds read high; 1 = untreated enzyme, 0 = substrate-free blank; activation factor at 20 µM; 0.34% of 190,000 active; AID 1216, 2008;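 active means activation factor of 2 or more at 20 µM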
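Test system: human phosphomannose isomerase with PGI, G6PDH, diaphorase coupling enzymes; amount: 15 ng/mL PMI; incubation: enzyme reaction with compound 20 min at room temperature; technique: resorufin fluorescence (Ex 544/Em 590 nm) from resazurin via diaphorase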
FLuc act counter = FLuc activators, initial screening, artefact control for FLuc-dependent activation tests, biochemical, ATPlite luminescence. Luciferin 4-monooxygenase (Photinus pyralis), P08659. ATPlite luciferase biochemical, 10 min; 0 = ATP-free wells, 1 = DMSO control. activation factor at 10 µM. 200,000 tested, under 10 active. AID 1027, 2008;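 active means luciferase activation factor, scaled between plate controls, of at least 2 with compound at 10 µM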
Target sequence (P08659 whole entry, looked up): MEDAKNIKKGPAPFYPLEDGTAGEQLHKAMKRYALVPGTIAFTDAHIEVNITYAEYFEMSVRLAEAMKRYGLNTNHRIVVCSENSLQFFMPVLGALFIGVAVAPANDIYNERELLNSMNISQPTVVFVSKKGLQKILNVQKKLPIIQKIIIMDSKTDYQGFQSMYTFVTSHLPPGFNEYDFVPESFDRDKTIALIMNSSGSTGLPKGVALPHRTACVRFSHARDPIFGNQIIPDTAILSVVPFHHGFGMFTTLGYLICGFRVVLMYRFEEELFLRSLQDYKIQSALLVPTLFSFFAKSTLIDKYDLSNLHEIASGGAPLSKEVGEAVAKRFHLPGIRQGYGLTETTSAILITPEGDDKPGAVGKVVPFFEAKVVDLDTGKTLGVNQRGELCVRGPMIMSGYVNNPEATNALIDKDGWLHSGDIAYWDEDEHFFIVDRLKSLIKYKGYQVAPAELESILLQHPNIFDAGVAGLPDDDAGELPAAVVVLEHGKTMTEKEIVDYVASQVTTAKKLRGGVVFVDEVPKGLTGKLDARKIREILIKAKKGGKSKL
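Material: Luciferase/luciferin reagent mix; Doses: test compounds dosed from 2 mM stocks in 100% DMSO; Schedule: 10 min incubation after luciferase reagent addition, room temperature; Measured by: luminescence from luciferase reaction; Read-out: luminescence gain marking luciferase activators.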
Diaphorase act = compounds boosting diaphorase resazurin reduction – biochemical, uHTS, resorufin fluorescence, counter-screen for diaphorase-coupled primary assays, primary screen; 0.005% of 190,000 active; Diaphorase/resazurin coupled assay, 16 min; active compounds read high; 1 = vehicle wells, 0 = NADH-free wells; activation factor at 20 µM;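 active means diaphorase activity raised at least twofold by the compound at 20 µM; inactive means activation factor below 2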
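Measured by – red resorufin fluorescence at 544/590 nm excitation/emission · Test system – Clostridium kluyveri diaphorase, purified enzyme · Incubation – reaction time 16 min, room temperature · Buffer or medium – 50 mM HEPES pH 7.4 with 4.542 mM MgCl2, 0.005% Tween 20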
HMGR II inh = inhibitors of E. faecalis class II HMGR, primary screen, biochemical, Enterococcus faecalis. AID 1066, 2008. inhibition, % at 10 µM. 0.41% of 190,000 active. HMG-CoA reductase (Enterococcus faecalis, mvaE). purified E. faecalis HMGR, NADPH absorbance 340 nm kinetic;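 active means inhibition above a set limit, the median over all tested compounds plus 3 SD, cut at about 9.5% in these data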;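 further: enzyme runs in reverse so mevalonate oxidation gives rising NADPH absorbance; 0% = complete reaction with DMSO and 100% = background rate lacking mevalonate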
TNAP inh hiacc = human TNAP enzyme inhibitors, primary screen, biochemical, luminescent, high phosphate acceptor level, uHTS; Alkaline phosphatase, tissue-nonspecific isozyme (Homo sapiens), P05186; purified TNAP, CDP-star luminescence, 1 M DEA; inhibition, % at 20 µM; 0.03% of 200,000 active; AID 1135, 2008;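 active means over 50% inhibition of tissue-nonspecific alkaline phosphatase at 20 µM in the single-dose screen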;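 further: plate controls were DMSO wells for no effect and EDTA-quenched wells as full inhibition for full effect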
G6PDH counter = L. mesenteroides G6PDH inhibitors, counter-screen for G6PDH-coupled screening assays, biochemical, Leuconostoc mesenteroides enzyme. glucose-6-phosphate dehydrogenase [Leuconostoc mesenteroides]. Purified L. mesenteroides G6PDH, diaphorase/resazurin coupled fluorescence, 45 min. inhibition, % at 5 µM. 0.12% of 200,000 active. AID 1020, 2008; in the data active means inhibition above about 50%
Starred values were filed as active, the others as inactive; x = no result given.

SMILES	PMI act	TNAP act hiacc	TNAP inh no acc	Diaphorase inh	PMI act hi M6P	FLuc act counter	Diaphorase act	HMGR II inh	TNAP inh hiacc	G6PDH counter
NC(=O)COc1ccc(NC(=O)c2ccccc2-c2ccccc2)cc1	1	1	-6	2	1	1.1	1	-1	-1	6
N#Cc1c(-c2ccco2)nc(NCC2CCCO2)[nH]c1=O (configuration not stated)	1	1	-13	9	1	1	0.9	-5	-4	-4
COc1ccccc1/C=C/C(=O)OCCCN(C)C	1	1	-10	6	0.9	1	0.9	6	-3	6
CCOC(=O)C1CCCN(C(=O)c2ccc(OCC)cc2)C1 (configuration not stated)	0.9	1	-6	16	0.9	1	0.8	0	-5	8
COc1ccc(S(=O)(=O)N2CCN(Cc3cccc(Cl)c3)CC2)cc1	0.8	1	-1	23	0.8	1	0.8	2	1	4
COC(=O)C1=CN(C2CC2)C=C(C(=O)OC)C1c1ccc(C(=O)OC)cc1	1.1	1	-12	11	1	1	0.9	-1	-2	-2
O=C(c1cccc(N2C(=O)C3CC=CCC3C2=O)c1)N1CCCc2ccccc21 (configuration not stated)	1	1	-14	18	1	1	0.8	-2	-1	4
Cc1nn(-c2ccccc2)c(C)c1/C=N/Nc1nc2ccccc2[nH]1	1	1	-45	-6	0.9	0.2	1.1	-8	3	-13
Nc1c2c(nc3ccc(Br)cc13)N(C1CCCCC1)CC2	0.9	0.9	-5	32	0.9	1	0.7	8	6	-3
CC(=O)Nc1cccc(NC(=O)C2CCCN2C(=O)Nc2ccccc2C)c1 (configuration not stated)	1	1	-5	5	0.9	1.1	1	5	2	-2
NC1=NS(=O)(=O)NC1c1ccc(Cl)cc1 (configuration not stated)	1	1	-12	-4	1.1	1	1	-1	-2	4
COCC1CCCN(Cc2nc(Cc3ccccc3)no2)C1 (configuration not stated)	1	1	-6	8	1	1.1	0.9	-4	-4	2
Cn1c(SCC(=O)Nc2nc3c(s2)CCCC3)nnc1-c1ccccc1	1.1	1	-4	8	1	1	0.9	4	4	1
CCNc1nc2nc3ccc(C)cn3c(=O)c2cc1C(=O)NCC1CCCO1 (configuration not stated)	0.8	1	-4	9	0.9	1.1	0.9	-3	0	13
Cc1ccc(N2C(=O)CC(N(CCc3ccccc3)C(=S)Nc3ccc(N(C)C)cc3)C2=O)cc1 (configuration not stated)	0.9	1	-6	-7	1	1	1.1	-2	-1	2
CN1/C(=C\C(=S)Nc2ccccc2)C(C)(C)c2ccccc21	0.8	0.9	17	0	1	1.1	1	-7	8	2
O=C(/C=C/c1cn(-c2ccccc2)nc1-c1ccc2c(c1)OCCO2)NCCCN1CCOCC1	1.1	1	5	3	1	1.1	1	-5	-2	-9
COc1ccc(CSc2n[nH]c(C)n2)cc1[N+](=O)[O-]	0.8	1	-14	8	0.9	1	0.9	-3	1	12
Nc1ccc(S(=O)(=O)N2CCCC2)cc1	1	1.1	-16	13	1	1.1	0.9	1	-5	10
CC(C)NC(=O)CC(=O)N/N=C/c1cccs1	1	1	-4	-3	1	1	1	-4	-2	6
COc1ccc(CN(C(=O)c2ccco2)c2ccccc2)cc1	0.9	1	-2	13	0.8	1	0.9	-5	0	4
CCN(CC)c1ccc(C=Nc2ccc(C)cc2C)c(O)c1	1	1.1	-3	-14	0.6	1	1.1	-4	-8	20
COc1cc2oc(=O)cc(C)c2c(OC)c1OC	1.1	1	-3	6	1	1.1	0.9	-2	-4	-3
O=C(N/N=C/c1ccncc1)C1C2CCCCCCC21 (configuration not stated)	1	1	-8	21	0.9	1	0.8	-2	-4	-2

Rewritten bar-delimited: entries from further up.
molecule | PMI act | TNAP act hiacc | TNAP inh no acc | Diaphorase inh | PMI act hi M6P | FLuc act counter | Diaphorase act | HMGR II inh | TNAP inh hiacc | G6PDH counter
CN1/C(=C\C(=S)Nc2ccccc2)C(C)(C)c2ccccc21 | 0.8 | 0.9 | 17 | 0 | 1 | 1.1 | 1 | -7 | 8 | 2
O=C(/C=C/c1cn(-c2ccccc2)nc1-c1ccc2c(c1)OCCO2)NCCCN1CCOCC1 | 1.1 | 1 | 5 | 3 | 1 | 1.1 | 1 | -5 | -2 | -9
COc1ccc(CSc2n[nH]c(C)n2)cc1[N+](=O)[O-] | 0.8 | 1 | -14 | 8 | 0.9 | 1 | 0.9 | -3 | 1 | 12
Nc1ccc(S(=O)(=O)N2CCCC2)cc1 | 1 | 1.1 | -16 | 13 | 1 | 1.1 | 0.9 | 1 | -5 | 10
CC(C)NC(=O)CC(=O)N/N=C/c1cccs1 | 1 | 1 | -4 | -3 | 1 | 1 | 1 | -4 | -2 | 6

(further entries)
SMILES	PMI act	TNAP act hiacc	TNAP inh no acc	Diaphorase inh	PMI act hi M6P	FLuc act counter	Diaphorase act	HMGR II inh	TNAP inh hiacc	G6PDH counter
CCOc1ccc(N2Nc3n[nH]c(N)c3N2)cc1	1	1	-48	13	1	0.9	0.9	-11	2	13
Cc1cc(C)nc(/N=C(\N)C2=C(O)CC(C)(C)CC2=O)n1	1	1	-5	-7	1	1	1.1	-5	-4	7
C=CCNC(=S)Nc1ccc(C)cc1[N+](=O)[O-]	1	1	-8	5	0.9	1	1	0	0	9
COCCn1c(-c2cccs2)csc1=Nc1cccnc1	1.6	1	-21	3	1.8	1.1	1	-3	-2	-3
CC(C)(C)NC(=O)NC(=O)COc1ccccc1C#N	0.8	1	-12	15	0.9	0.6	0.9	-5	-5	26
COc1ccc(CN(CC(=O)NC2CCCC2)C(=O)c2ccc(-c3ccccc3)[nH]2)cc1	0.8	1.1	-22	30	0.8	1.1	0.7	1	-10	-1
O=S(=O)(Nc1ncnc2sc3c(c12)CCC3)c1ccc(Cl)s1	1	1	-10	5	1.2	1	0.9	0	-2	-1
Cc1cccc(C(=O)NC2CCN(C(=O)N3CCOCC3)CC2)c1	0.9	1	-9	9	1.1	1	0.9	0	-3	3
N#Cc1c(NCCN)nc(NCc2ccccc2)c2c1CCN(Cc1ccccc1)C2	0.8	1	-7	-9	0.5	1	1.1	x	-3	8
COc1ccc(NC(=O)COC(=O)[C@@H](NC(=O)c2c(F)cccc2F)C(C)C)cc1	1.1	1	-10	-12	1	1	1.1	-2	-4	3
Cc1ccc(N2CC(=O)N(CC(=O)O)C2=O)cc1	1.3	0.9	2	-10	1.1	1	1.1	0	8	-2
CCOC(=O)C(C)c1nc2ccccc2[nH]c1=O (configuration not stated)	0.9	1	-4	0	0.9	1	1	2	-1	4
COc1ccccc1CCNC(=O)C1CCCO1 (configuration not stated)	0.9	1	-10	4	1	1	1	-9	-4	0
c1ccc2c(c1)CCN(c1ncnc3c1[nH]c1ccccc13)C2	0.9	1.1	-16	20	0.9	1.1	0.8	0	-5	-28
Cc1cc(C(=O)CN2CCC(C)CC2)c(C)n1-c1ccc(F)cc1	1	1	-12	10	0.9	1	0.9	1	-2	-9
COc1ccc(C(=O)/C=C/Nc2cccc(C)n2)cc1OC	1.1	1.1	-10	-1	1.1	0.6	1	-2	-5	4
CCOC(=O)C(NC(=O)Nc1ncccn1)(Oc1ccccc1)C(F)(F)F (configuration not stated)	1.2	1.1	-7	-18	1.2	1.1	1.2	-1	-10	4
CCOC(=O)CSc1ncc(OC)c(Sc2ccc(OC)cc2)n1	0.9	1	-7	22	0.9	1	0.8	7	-4	0
O=C(Cc1nc2ccccc2[nH]1)N/N=C/c1ccccc1	0.9	1	-37	7	0.9	0.8	0.9	2	0	-2
CCN(CC)c1ccc(C(=O)N/N=C/c2ccc(N3CCOCC3)cc2)cc1	1	1	-19	14	1	1.1	0.9	1	-3	6
CN(C(=O)COC(=O)c1ccccc1C(=O)N1CCN(c2ccccc2)CC1)c1ccccc1	1	1.1	-6	8	1	1.1	0.9	2	-5	1
COCCn1nnnc1SCC(=O)N1CCCCC1	0.9	1	-12	6	1	1	0.9	-3	-1	3
CCOC(=O)c1c(CN2CCCCC2)n(C)c2cc(Br)c(OC)cc12	1	1.1	3	11	1	1.1	0.9	-3	-6	7
CCSc1ccccc1C(=O)N1CCN(Cc2ccc3c(c2)OCO3)CC1	1.1	1	-7	-4	1.3	1	1	-3	1	-9
COc1ccc(CNc2ccc(Br)cc2)cc1	0.9	1	-6	20	0.9	1	0.8	-7	0	3
Cc1nn(-c2ccccc2)c(N2CCCC2)c1/C=N/O	0.9	1	-3	10	0.9	1	0.9	-7	2	-7
N#Cc1c(N)nc2c3c(sc(=N)c2c1N)NC(=O)CC3c1c(F)cccc1Cl (configuration not stated)	1	1	2	53*	1	1	0.5	-7	1	-2
Cc1cc2nc(-c3ccc(SCC(=O)NC(C)C)nc3)[nH]c2cc1C	0.9	1	-3	7	0.8	0.5	0.9	-4	1	5
CCc1nnc(SCCSc2nnc(CC)n2N)n1N	1	1	-4	1	1	1	1	1	-2	7
C[C@H](NC(=O)Nc1ccccc1F)C(=O)O	0.9	1	-8	11	1	1.1	0.9	-1	-3	-4
O=C(O)CCC(=O)Nc1ccc(/C=C/C(=O)C2CC2)cc1	x	1.1	-7	x	x	1	x	-4	-6	11
CCOC(=O)c1c(-c2ccccc2)nnn1-c1nc(OCC)nc(N2CCCCC2)n1	0.8	1.1	-6	22	0.8	1	0.8	2	-5	-34
CCOc1cccc(CN2CCN(CCc3ccccc3)C(CCO)C2)c1O (configuration not stated)	1	1.1	-6	-1	0.9	1.1	1	-1	-5	11
Cc1ccc(NC(=O)CN(C)CC(=O)Nc2ccc(F)c(Cl)c2)cc1	1.1	1	-7	29	1	1.1	0.7	-2	-2	-6
OC1(c2ccccc2F)CCN(Cc2nnc(-c3ccccc3)o2)CC1	0.9	1	-3	4	1	1	1	-1	-2	10
CNC(=S)SCCOc1ccccc1C	0.9	1	47	7	0.9	1	0.9	-7	0	5
